# Mm-Cpn inhibitor: inhibitors of Methanococcus maripaludis chaperonin (MmCpn). 0.031% of 330,000 active. AID 504842. Potency, µM (highest dose often 76.9 µM), inactives show at the top dose activity, negative = inhibition, actives largely listed as inhibitors. purified Mm-Cpn ATPase, ADP Transcreener TR-FRET; note: potency is the fitted concentration of half-maximal effect; % is set by controls: 0 for no effect and ±100 for the full control effect; nearly all actives have a fitted effect of over 80% in size
#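 Eu-cryptate anti-ADP/ADP-d2 competition gives a ratio inversely related to ADP. Enzyme at 25 nM was pre-exposed to compound for 10 min, then given 10 uM ATP for 30 min, 37°C throughout.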
# A549 viability: counter-screen for Nrf2 inhibitors: cytotoxicity in A549 cells; Potency, µM (highest dose often 46 µM), inactives show at the highest dose activity change, negative = cytotoxicity, actives largely listed as inhibitors; 0.16% of 390,000 active; A549 ARE-Fluc cells, CellTiter-Fluor viability, 18-24 h; note: potency is the fitted concentration of half-maximal effect; % is set by controls: 0 for no effect and ±100 for the full control effect
#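 A549 ARE-Fluc cells in 5% FBS OPTI-MEM, 5000 cells/well, rested 2 h then exposed to compounds in concentration-response for 18-24 h at 37 °C. Viability by CellTiter-Fluor fluorescence (Ex 405/Em 525) after 30 min; luciferase luminescence (BugLite, 15 min, RT) read afterwards.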
# HepG2 viability: kills HepG2 cells in TGF-b inhibitor counter-screen; HepG2 CAGA-GFP viability, ATP luminescence, 18 h; Potency, µM (top dose mostly 46.1 µM), without a hit: at the top dose activity change, negative = cytotoxicity, hits mostly cytotoxic; AID 588856; 0.76% of 410,000 active; note: potency is the fitted concentration of half-maximal effect; some results filed as inactive show a strong effect at the top dose
#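 HepG2 CAGA-GFP cells (1000/well, DMEM with 1% FBS) received compound, then TGF-beta at 500 pg/mL final, and were incubated 18 hours at 37 degrees C. Viability was read by CellTiter-Glo luminescence. Media-only wells were set as complete cell-killing and DMSO as no toxicity.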
# S2 tox: reduces viability in counter-screen for ATXN expression inhibitors; Potency, µM (titrated, usually from 56.7 µM), usual class: cytotoxic; S2 cells (HEK-293 line with an ATXN2-luciferase reporter) viability, CellTiter-Fluor protease fluorescence, 24 h; 0.49% of 400,000 active; AID 651635; note: potency is the fitted concentration of half-maximal effect; nearly all actives have a fitted effect of over 40% in size
# CCT modulator: modulators of cytosolic chaperonin (CCT/TRiC) activity; activity change, % (no concentration beside the values), hits read low; 0.3% of 360,000 active; AID 651819; purified chaperonin ATPase assay, HTRF ADP detection, 30 min; in the data active = activity change below about -30%; note: % is set by controls: 0 for no effect and ±100 for the full control effect
#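 TRiC at 40 or 20 nM final (batch-dependent) in 30 mM Tris pH 7.4, 100 mM KCl, 5 mM MgCl2, 1 mM DTT, with compound at single 76 uM and 10 uM ATP, 30 min at 37 deg C. ADP detected by HTRF Transcreener, 665/615 ratio.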
# TGFb SMAD3 inh: TGF-b pathway inhibition; HepG2 CAGA-GFP TGF-b/SMAD3 reporter, GFP fluorescence, 18 h; TGF-beta stimulated, 500 pg/mL final; Potency, µM (doses to about 46.1 µM), without a hit: at the highest dose activity, negative = inhibition, hits mostly inhibitors; 1.2% of 410,000 active; AID 588855; note: potency is the fitted concentration of half-maximal effect; % is set by controls: 0 for no effect and ±100 for the full control effect; nearly all actives have a fitted effect of over 65% in size
#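 Smad-responsive CAGA-GFP expression was quantified in HEPG2 cells exposed to compounds and 500 pg/mL final TGF-beta for 18 h at 37 degrees C; unstimulated wells defined full inhibition.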
# Nrf2 activator: activates Nrf2 signaling; AREc32 ARE-luciferase reporter (MCF7-derived line), luminescence, 24 h; Potency, µM (top dose mostly 46.1 µM), for inactives: top-dose activation, hits mostly activators; 0.31% of 410,000 active; note: potency is the fitted concentration of half-maximal effect; % of control where 0% means no effect; nearly all actives have a fitted effect of over 65% in size
#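 Quantitative high-throughput format: AREc32 reporter cells, 1000 per well, received compound by pin transfer and were incubated 24 hr at 37 deg C, 5% CO2, before Steady-Glo luminescence detection.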
# pAkt inh: blocks phosphorylation of Akt; Neuro2A IGF-stimulated pAkt S473 HTRF, 20 min; hits give low values; AID 651550; activity change, % for hits at 50 µM; 0.32% of 360,000 active; in the data active = activity change below about -80%; inconclusive = mostly about -51% to -80%; note: % is set by controls: 0 for no effect and ±100 for the full control effect
#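 Single-point screen (50 µM final compound) in Neuro2A cells stimulated 20 min with 6 nM IGF at 37 deg C. After lysis, Ser473-phosphorylated Akt read by HTRF (ex 330 nm, em 615/665 nm) as the 665/615 ratio.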
# Nrf2 inh: Nrf2 pathway inhibition; A549 ARE-Fluc reporter, luciferase luminescence, 18-24 h; Potency, µM (titrated, usually from 46 µM), for the others: at the highest dose activity change, negative = inhibition, hits mostly inhibitors; 2.1% of 360,000 active; note: potency is the fitted concentration of half-maximal effect; % is set by controls: 0 for no effect and ±100 for the full control effect; nearly all actives have a fitted effect of over 60% in size
#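 Quantitative HTS in A549 cells stably bearing an antioxidant response element-firefly luciferase construct. Inhibition of Nrf2-driven transcription was scored by luminescence after 18-24 h of compound exposure at 37 °C.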
# * hit, by the source's call; i = inactive; ? = inconclusive; · = not tested or not shown. Unless noted, calls come from the whole dose curve; as a rule, active = well fitted curve in the direction sought with a large enough effect; inconclusive = small, poorly fitted or top-dose-only effect, or another doubt; inactive = no such curve, though single readings can be large; an effect the other way counts as inactive or inconclusive.
smiles,Mm-Cpn inhibitor,A549 viability,HepG2 viability,S2 tox,CCT modulator,TGFb SMAD3 inh,Nrf2 activator,pAkt inh,Nrf2 inh
CCOC(=O)C1C(=O)NC(N2CCCCC2)=NC1c1ccco1 (stereo unspecified),2%,11%,-1%,i,0.0,8%,2.1%,i,1%
N#Cc1cc([N+](=O)[O-])ccc1NCCc1ccccn1,-5%,-27%,-2%,i,1.3,-23%,3.6%,i,-17%
Cc1ccc(OCC(=O)NC(C)c2ccc(Cl)c(Cl)c2)c([N+](=O)[O-])n1 (stereo unspecified),3%,4%,10%,i,1.1,23%,0.0%,i,0%
CSc1ccccc1NC(=O)CN(C)Cc1cc(=O)n2ccsc2n1,-1%,8%,-15%,i,-2.6,1%,1.7%,i,-26%
Cc1cc(NC(=O)c2ccccc2[N+](=O)[O-])ccc1Br,2%,4%,-7%,i,0.8,-20%,0.6%,i,?
O=C(CSc1nncn2c1cc1occc12)Nc1ccccc1C(F)(F)F,·,6%,-26%,·,·,?,8.0%,·,-22%
COc1cccc(CNC(=O)Cn2c(=O)oc3cc(S(=O)(=O)N4CCCC4)ccc32)c1,·,1%,-67%,i,·,14%,2.0%,·,7%
CC[N+]1(CC)CC2=Cc3c(ccc4ccccc34)C(C)C2C1 (stereo unspecified),-10%,-14%,9%,i,-3.5,7%,0.0%,i,?
O=C(NC1CCCC1)C(c1ccc(F)cc1)N(Cc1ccc(F)cc1)C(=O)c1ccn[nH]1 (stereo unspecified),-7%,-2%,4%,i,0.7,-2%,0.3%,·,11%
O=C(Cc1ccc(F)cc1)NC1CCS(=O)(=O)C1 (stereo unspecified),-1%,2%,10%,i,-0.4,3%,-0.1%,i,1%
CC(O)C(NS(=O)(=O)c1ccc(Cl)cc1)C(=O)OCC(=O)c1ccc2c(c1)NC(=O)CO2 (stereo unspecified),·,-4%,9%,?,0.0,-2%,0.0%,i,10%
CCOC(=O)c1sc(NC(=S)NC(=O)C2CCCC2)cc1C,-4%,-8%,-3%,i,-0.5,14%,4.3%,i,9%
O=C(Nc1ccccc1C(=O)Nc1ccc(Br)cn1)c1ccccc1Cl,0%,1%,-28%,i,-2.1,-20%,1.1%,i,?
O=C1CSC(c2cccc(Cl)c2Cl)N1c1ccccn1 (stereo unspecified),2%,8%,0%,i,-1.3,3%,-1.1%,i,-1%
O=C(C[C@@H]1C/C=C\CC[C@@H](Cc2ccc(F)cc2)C(=O)OC[C@@H]2CCCN2C1=O)N[C@H](CO)Cc1ccccc1,1%,-18%,-13%,i,0.1,-21%,8.0%,i,?
COc1ccc2c(c1)c(C(=O)OCCN(C)C)c(C)n2C,1%,4%,-15%,i,-2.5,-11%,2.8%,i,-7%
COc1ccc(CN=Cc2c(O)[nH]c3ccccc23)cc1,-3%,6%,-27%,?,-4.2,-26%,4.0%,i,22%
CCn1cc(S(=O)(=O)Nc2ccc(C)c(Cl)c2)cn1,-4%,4%,0%,i,0.7,0%,0.0%,i,-33%
N#CCSc1nnc2sc3ccccc3n12,0%,-2%,3%,i,-2.6,4%,1.1%,i,-10%
COc1ccccc1CCN=C(N)NS(=O)(=O)c1cc(F)ccc1F,0%,1%,-3%,i,1.1,0%,-0.4%,i,7%
O=C(Oc1cccc(Nc2ncnc3ccccc23)c1)c1cccnc1,-2%,0%,0%,i,2.7,3%,2.7%,i,2%
COc1ccc(NC(=O)NNC(=O)CCc2ccc(O)c(O)c2)cc1OC,0%,0%,7%,?,-1.3,5%,-0.6%,i,0%
COc1ccc(CN2CCN(CCc3ccccc3)C(CCO)C2)c(O)c1 (stereo unspecified),3%,6%,-22%,i,-0.7,-3%,3.8%,i,0%
Cc1cc(CNC(=O)C2CCC(=O)N(Cc3ccccc3F)C2)nn1C (stereo unspecified),0%,1%,-29%,?,-2.8,-12%,0.0%,i,5%
COc1ccc(N2CCN(c3ccc(C(=O)O)cc3[N+](=O)[O-])CC2)cc1,-2%,-5%,0%,i,-1.7,9%,2.4%,i,?
NC(=O)C1CC(=O)N(c2ccc(OCC(=O)N3CCCC3)cc2)C1 (stereo unspecified),·,8%,-13%,i,0.8,?,-0.7%,i,1%
CC(=O)Nc1ccc(Sc2ccccc2C(=O)O)cn1,0%,0%,-3%,i,-6.8,-5%,-0.3%,i,22%
O=C(NCC1CCCO1)c1ccc([N+](=O)[O-])s1 (stereo unspecified),-2%,-14%,-9%,i,-3.8,-19%,14%,i,-4%
COC(=O)[C@]12CCCCC=C1N(Cc1cccc3ccccc13)C(=O)[C@H](CC(=O)NCC1CCCCC1)C2,·,·,·,?,3.2,·,-0.4%,i,·
CN(C)N1C(N)=C(C#N)C(c2cccs2)C2=C1CCCC2=O (stereo unspecified),1%,2%,-86%,i,-1.6,7%,0.1%,i,-14%
CCN(CC(=O)Nc1ccccc1C(F)(F)F)C(=O)C1=COCCO1,1%,1%,0%,i,1.0,1%,-0.1%,i,-3%
CCCc1c(C)[nH]c2ccccc2c1=O,0%,2%,1%,i,-3.2,2%,-0.2%,i,-5%
COc1ccccc1NC(=O)N1CCN(Cc2nc3ccc(C)cc3o2)CC1,·,-11%,-32%,?,·,?,3.7%,·,·
Cn1cc(S(=O)(=O)c2ccccc2)c(=O)c2cc(F)c(N3CCN(c4ccc(F)cc4)CC3)cc21,·,-7%,-15%,·,·,?,0.1%,·,-26%
Cc1ccc(C(=O)NCC(c2cccnc2)N2CCc3ccccc32)cc1C (stereo unspecified),·,-9%,-24%,·,·,?,-0.1%,·,6%
COc1ccc(CN(C(=O)/C=C/C(=O)c2ccc(OC)cc2O)C(C(=O)NC2CCCCC2)c2ccncc2)cc1 (stereo unspecified),-1%,-12%,5%,?,0.7,?,10%,i,10%
Cc1cc(C)n(C(=O)CN2C(=O)CCC2=O)n1,1%,1%,3%,i,-3.5,2%,0.3%,i,9%
Cn1c(SCC(=O)NCc2ccccc2)ncc(C(=O)Nc2ccccc2)c1=O,-1%,-2%,-5%,i,-0.3,-6%,2.6%,i,6%
COc1ccccc1N(CC(=O)N/N=C/c1ccc(OCC(=O)NCc2ccco2)cc1)S(=O)(=O)c1ccc(C)cc1,0%,-1%,5%,i,-4.1,10%,2.0%,i,·
CCOc1ccc2ncc3c(-c4ccc(C)cc4)nn(-c4cccc(F)c4)c3c2c1,·,2%,1%,i,·,18%,-1.1%,·,-9%
CC(C)c1ccc(C2c3[nH]c4ccccc4c3C[C@H]3C(=O)N(c4ccccc4C(=O)N4CCC[C@@H]4C(=O)O)C(=O)N23)cc1 (stereo partly specified),1%,-6%,-17%,i,0.4,16%,0.4%,i,8%
CC(C)c1nc2cc(C(=O)N3CCN(c4cnccn4)CC3)ccc2o1,0%,-4%,8%,i,-6.1,5%,0.3%,i,11%
CCOC(=O)N1CCN(S(=O)(=O)c2ccc(OCC(=O)OC)c(Cl)c2)CC1,2%,-1%,-17%,i,-0.1,?,-0.3%,·,1%
CC(C)C(=O)Nc1ccc2nc(SCC(=O)N3CCCC3)sc2c1,·,-10%,-16%,·,·,0%,5.2%,·,-2%
Cc1ccc(NC(=O)N2CCCN(C(=O)OC(C)(C)C)CC2)cc1Cl,-1%,-1%,-8%,i,-1.4,12%,0.1%,i,-9%
Cc1ccccc1CNC(=O)CCC(=O)N1CCOc2ccccc21,2%,-1%,-4%,i,-1.2,-3%,0.0%,i,15%
CCN(CC1CCCN(CCc2cccc(OC)c2)C1)C(=O)c1ccc(COC)o1 (stereo unspecified),0%,-7%,5%,i,0.2,-6%,-1.1%,i,-20%
O=C(NCCCN1CCOCC1)c1ccc([N+](=O)[O-])cc1[N+](=O)[O-],-1%,-4%,-20%,i,0.6,-9%,-0.3%,i,-3%
C[C@H]1C(=O)N(S(=O)(=O)c2ccccc2[N+](=O)[O-])[C@H]1c1ccc(-c2ccccc2)cc1,·,0%,3%,·,·,-9%,·,·,20%
COc1ccc(C(=O)N/C(=C\c2cn(C)c3ccccc23)C(=O)NCCCN2CCOCC2)cc1,-9%,-11%,2%,i,-1.9,5%,4.2%,i,-3%

# Entries of single compounds, looked up by structure:
# `COc1ccccc1NC(=O)N1CCN(Cc2nc3ccc(C)cc3o2)CC1` is entered as Mm-Cpn inhibitor: ·; A549 viability: -11%; HepG2 viability: -32%; S2 tox: ?; CCT modulator: ·; TGFb SMAD3 inh: ?; Nrf2 activator: 3.7%; pAkt inh: ·; Nrf2 inh: ·
# `Cc1ccccc1CNC(=O)CCC(=O)N1CCOc2ccccc21` is entered as Mm-Cpn inhibitor: 2%; A549 viability: -1%; HepG2 viability: -4%; S2 tox: i; CCT modulator: -1.2; TGFb SMAD3 inh: -3%; Nrf2 activator: 0.0%; pAkt inh: i; Nrf2 inh: 15%

# Additional structures follow:
smiles,Mm-Cpn inhibitor,A549 viability,HepG2 viability,S2 tox,CCT modulator,TGFb SMAD3 inh,Nrf2 activator,pAkt inh,Nrf2 inh
COc1ccc(CN2CC(C(=O)NCCCN3CCCC(C)C3)CC2=O)cc1 (stereo unspecified),4%,-1%,-15%,i,-1.8,4%,-0.3%,i,13%
CCSc1nc(N)c(C#N)c(-c2ccccc2Cl)c1C#N,-1%,-13%,-7%,?,-0.7,2%,0.5%,i,-10%
Cc1c(-c2ccccc2)oc2c(C(=O)OCC(=O)Nc3ccc(F)cc3)cccc2c1=O,1%,-9%,-1%,i,-1.7,4%,-1.2%,i,2%
O=C(COC(=O)c1ccc(O)cc1O)NCCN1C(=O)CSC1=O,1%,0%,-23%,i,-1.1,-12%,0.2%,i,1%
COc1ccc(NC(=O)CCNS(=O)(=O)c2ccc3c(c2)c(=O)n(C)c(=O)n3C)cc1,-8%,17%,-4%,i,-0.4,-17%,0.3%,i,6%
